# ABCB6 inh MLPCN = inhibitors of human ABC transporter ABCB6 | Q9NP58 | K562-ABCB6 porphyrin accumulation, flow cytometry, 1 h; stronger effect = lower value | fluorescence ratio to DMSO, % at 10 µM | 360,000 compounds, 0.19% hits | AID 602162;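 active = fluorescence ratio to DMSO below 75%, the collection mean minus 3 SD; inconclusive = too few cells collected in the well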;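 note: signal is porphyrin accumulated inside mitochondria; 100% equals median channel fluorescence of DMSO control wells; lower ratio means ABCB6 inhibition with less porphyrin fluorescence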
# Cardio protect = myocardial damage modulation in H9c2 cells. H9c2 cardiomyocytes, H2O2 injury protection, ATPLite, 2 h. protection from H2O2 cell death, % at 20 µM. 360,000 compounds, 0.63% hits;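 active = compounds giving at least 50% protection of heart cells from peroxide-induced death in the single-dose screen, raw or plate-pattern-corrected value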;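 note: 0% = DMSO wells with peroxide and 100% = DMSO wells without peroxide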
# m5-HT2A agonist = mouse HTR2A agonism via beta-arrestin recruitment. AID 624169. 360,000 compounds, 0.66% hits. activation, % at 7.6 µM. CHO-K1 mHTR2A beta-arrestin complementation, luminescence; percent of 30 µM serotonin response. P35363;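 active = activation above a run cutoff, the mean activation of all tested compounds plus 3 SD, cut at about 14% in these data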;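 note: 0% = plate median of compound wells and 100% = 30 µM serotonin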
# Target sequence (P35363 whole entry, looked up): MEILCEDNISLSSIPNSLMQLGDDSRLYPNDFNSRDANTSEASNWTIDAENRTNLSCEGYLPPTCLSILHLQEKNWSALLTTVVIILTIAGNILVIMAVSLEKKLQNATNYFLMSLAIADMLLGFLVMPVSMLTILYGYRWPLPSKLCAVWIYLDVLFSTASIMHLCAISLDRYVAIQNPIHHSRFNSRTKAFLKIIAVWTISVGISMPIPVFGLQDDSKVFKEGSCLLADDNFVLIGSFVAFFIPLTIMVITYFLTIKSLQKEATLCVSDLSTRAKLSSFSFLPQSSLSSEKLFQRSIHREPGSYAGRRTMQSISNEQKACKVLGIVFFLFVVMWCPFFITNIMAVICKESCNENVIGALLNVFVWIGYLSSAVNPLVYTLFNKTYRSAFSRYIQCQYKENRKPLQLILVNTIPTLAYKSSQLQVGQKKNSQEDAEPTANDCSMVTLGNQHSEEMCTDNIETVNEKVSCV
# PDI inh = blocks human protein disulfide isomerase activity. P07237. PDI insulin aggregation turbidity, A650, 90 min. 350,000 compounds, 0.052% hits. inhibition, % at 10 µM;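 active = mean inhibition across replicates of 30% or more, whatever share of single replicates reach that level; inconclusive = mean inhibition below 30% while every single replicate reaches 30%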;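 note: absorbance from insulin aggregation driven by PDI reduction with DTT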
# Target sequence (P07237 whole entry, looked up): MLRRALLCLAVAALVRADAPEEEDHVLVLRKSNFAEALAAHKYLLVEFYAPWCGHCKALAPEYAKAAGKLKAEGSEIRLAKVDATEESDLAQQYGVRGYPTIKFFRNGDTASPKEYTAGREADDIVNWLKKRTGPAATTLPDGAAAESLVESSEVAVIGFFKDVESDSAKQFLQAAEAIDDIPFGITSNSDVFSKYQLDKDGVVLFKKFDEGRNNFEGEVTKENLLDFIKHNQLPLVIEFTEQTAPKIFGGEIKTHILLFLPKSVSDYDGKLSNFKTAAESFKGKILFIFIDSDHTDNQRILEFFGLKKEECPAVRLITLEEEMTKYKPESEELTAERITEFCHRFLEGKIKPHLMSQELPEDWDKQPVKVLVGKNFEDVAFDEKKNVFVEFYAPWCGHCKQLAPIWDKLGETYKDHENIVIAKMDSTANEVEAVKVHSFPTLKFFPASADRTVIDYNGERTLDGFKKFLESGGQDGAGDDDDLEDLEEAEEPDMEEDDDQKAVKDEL
# Granule exo inh = lytic granule exocytosis inhibition; TALL-104 LAMP-1 surface exposure, flow cytometry; cells stimulated with thapsigargin and PMA; inhibition, % at 10 µM; 360,000 compounds, 0.66% hits; AID 651702;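 active = inhibition above about 55%, limit read from the data; inconclusive = no clear call, values can overlap the other calls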
# CaV13 ICDI inh = Primary screen for inhibitors of IQ motif and Ca2+-dependent inactivation inhibitor domain binding in CACNA1D, Förster resonance energy transfer in living cells, …; HEK cells, CFP/YFP FRET ICDI-IQ, plate reader, 10 min; percent FRET-ratio fall versus neutral wells; inhibition, % at 12.3 µM; 340,000 compounds, 0.098% hits;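 active = mean replicate inhibition of at least 30% and at least 1% of replicates passing that level; inconclusive = only one of the two criteria is met; inactive = neither criterion is met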;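 note: 0% = median of the neutral control wells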
# Vif imaging = inhibitors of HIV Vif | HEK293T cells, Vif self-association by quenched fluorescence, imaging, 24 h | inhibition, % at 7.49 µM | 340,000 compounds, 0.35% hits; in the data active = inhibition above about 50%, passing the limit was not always enough; inconclusive = no clear call, values can overlap the other calls; inactive = below about 31%; note: some results filed as inactive read as strong as hits
# Glyco luc inh = blocks N-linked glycosylation in D54 reporter cells; AID 588692; D54 ERlucT glycosylation luciferase reporter, 24 h; percent of 100 nM tunicamycin response; reporter increase, % at 12.5 µM; 360,000 compounds, 0.23% hits;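 active = mean luciferase reporter signal, scaled so untreated is 0 and the glycosylation-blocking control 100, at or above a set limit in every replicate; inconclusive = mean reaches the limit but not every replicate does; inactive = mean below the limit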;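 note: luciferase carries N-glycosylation sites so blocking glycosylation raises the light; 0% = median of neutral control wells and 100% = median of 100 nM tunicamycin wells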
# aDG glyco act = increases alpha dystroglycan glycosylation | Pro5-aDG cells, alpha-DG glycosylation AlphaScreen (IIH6); 0% Pro5, 100% B10-LARGE cell signal | activation, % at 10 µM | 360,000 compounds, 0.22% hits | AID 624168;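 active = activation of at least 8% versus controls, or a plate z-score of at least 8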;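 note: Pro5 are CHO cells carrying HIG-tagged alpha-DG that lacks glycosylation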
# iPSC survival up = hiPSC single-cell survival enhancement; ATPlite luminescence; 100% = ROCK inhibitor wells, 0% = DMSO; survival enhancement, % at 20 µM; 360,000 compounds, 0.044% hits; in the data active = survival enhancement above about 18%;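 note: cells exposed to compounds for 16 hours before the ATP read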
# * hit, by the source's call; ? = inconclusive; . = not tested or not shown.
SMILES,ABCB6 inh MLPCN,Cardio protect,m5-HT2A agonist,PDI inh,Granule exo inh,CaV13 ICDI inh,Vif imaging,Glyco luc inh,aDG glyco act,iPSC survival up
c1ccc(-c2nnc(-c3ccncc3)o2)cc1,95,2,-3,3,-1,.,7,1,0.0,1.7
CC(=O)c1ccc(NC(=O)CCOc2cc(C)ccc2C)cc1,90,-18,1,-5,3,-2,-26,6,0.2,-0.6
Cc1ccccc1C(=O)NC(=S)Nc1ccc(N2CCN(C(=O)c3ccccc3)CC2)cc1,91,-17,-3,2,2,-10,-36,-11,1.0,-0.5
Cc1ccc(NC(=O)CN2CCN(Cc3ccccc3)CC2)c(Br)c1,96,-8,4,1,5,-4,-3,1,0.0,-0.1
COc1ccc(NC(=O)c2nc3ccccc3s2)cc1,99,-19,-2,12,-7,-5,-6,-18,0.6,-2.4
Cc1c(C(=O)c2ccc(F)cc2F)c2ccccn2c1CCc1ccccn1,103,4,-2,1,-12,-3,-18,-7,0.0,-1.4
NC(=O)c1ccc(SCC(=O)OCC(=O)N2CCN(C(=O)c3ccco3)CC2)c([N+](=O)[O-])c1,97,5,-2,-1,4,-15,14,0,-0.2,0.3
Cc1oc(-c2cccc(Cl)c2)nc1CSCC(=O)O,97,2,3,-4,-4,-6,6,2,-0.1,-0.6
O=C(NC(c1ccccc1)c1ccccc1)c1ccc(S(=O)(=O)C(F)F)cc1,96,4,-2,7,-1,.,4,-7,-0.2,0.7
Cc1ccc(C(=O)CCC(=O)N(C)CC(=O)Nc2ccccc2Br)cc1,96,-4,-1,4,5,-6,1,3,0.0,-0.4
CC(=O)Nc1ccc(S(=O)(=O)N(C)CC(=O)N2CCN(C(=O)c3ccco3)CC2)cc1,99,2,0,3,0,-6,4,1,-0.1,3.1
CS(=O)(=O)c1ccc2nc(NC(=O)CC3CCCC3)sc2c1,99,6,-5,-1,0,-7,0,-6,-0.2,-2.7
c1ccc(Oc2ccc(-n3cnnn3)cc2)cc1,89,-1,-3,-3,-2,-7,.,-3,-0.1,-2.2
Clc1cc2c(c(CSc3nc4ccccc4n4cccc34)c1)OCOC2,92,-6,2,8,1,-17,76*,-2,0.0,-0.3
O=C(NCc1ccncc1)C1Cc2c(-c3ccc4c(c3)OCO4)ccnc2O1 (centres undefined),102,4,-3,0,-3,-3,8,5,0.0,1.2
COc1ccc(NC(=O)CN2CCN(c3c(C)cccc3C)CC2)cc1,98,0,-7,0,12,-7,15,-2,0.3,1.0
COC(=O)c1cc(Br)ccc1N(Cc1cc(OC)cc(OC)c1)S(C)(=O)=O,103,-3,-10,2,-2,-10,10,-2,0.3,-0.9
O=C(NC1CC1)c1ccc(CS(=O)(=O)c2c(Cl)cccc2Cl)o1,98,18,0,.,0,-3,19,0,-0.1,-1.4
CCOC(=O)c1ccc(N/C=C/C(=O)c2ccc(OC)c(OC)c2)cc1,87,-2,-3,1,0,-10,2,1,0.3,0.5
CC1=C(C(=O)Nc2ccc(F)cc2)C(c2ccc(C)o2)C2=C(CC(C)(C)CC2=O)N1 (centres undefined),98,2,-4,-5,-2,0,-5,-1,0.1,-0.8
Cc1cccc(NC(=O)C2(C)CC3c4ccccc4C2c2ccccc23)c1C (centres undefined),105,0,0,0,-2,-7,1,-9,0.6,0.8
Cc1cccc(C(=O)OCC(=O)Nc2ccc3c(c2)OCCO3)c1,101,-5,-1,-6,6,-6,-3,-2,-0.1,0.0
O=C(CNC(=O)c1cc2c(s1)CCC2)Nc1ccccc1Br,98,-1,-2,-4,0,-3,-1,2,0.1,0.3
Cc1c(-n2c(SCC(=O)C(C)(C)C)nc3ccccc3c2=O)c(=O)n(-c2ccccc2)n1C,104,2,5,12,4,-7,-2,1,0.6,-0.2
Nc1nc(Cl)cc(Nc2ccccc2Cl)n1,93,-8,-4,-2,-6,-4,?,-3,0.1,-0.1
# More structures:
SMILES,ABCB6 inh MLPCN,Cardio protect,m5-HT2A agonist,PDI inh,Granule exo inh,CaV13 ICDI inh,Vif imaging,Glyco luc inh,aDG glyco act,iPSC survival up
O=C(CSc1ncnc2nc[nH]c12)c1ccccc1,105,-1,-3,-2,3,-3,.,-3,-0.1,-2.5
CCOc1ccc(NC(=O)CN(C)C(=O)c2cc(C3CC3)nn2-c2ccccc2)cc1OCC,104,-5,-2,2,9,-7,10,1,0.1,0.5
COc1ccccc1CNC(=O)C1CCC(=O)N(CCCc2ccccc2)C1 (centres undefined),105,-1,3,4,-2,-15,-2,0,-0.1,-0.1
CCCCSc1nc2c([nH]1)c(=S)n(C)c(=O)n2C,87,9,2,0,0,-6,-5,3,0.1,1.8
CCOC(=O)CC(=O)CSc1nc2ccc(OC)cc2cc1C,99,-10,1,8,0,-10,-4,1,0.0,1.7
COc1cc(C2C3=C(CCCC3=O)Nc3ccc4ncccc4c32)ccc1O (centres undefined),111,0,1,3,-2,-4,7,20,0.5,-2.9
Nc1nc2ccccc2n1/N=C/c1ccc2c(c1)OCO2,90,-2,6,-6,-8,-4,20,4,0.2,0.7
O=C(COc1ccccc1)N/N=C/c1ccc([N+](=O)[O-])o1,107,14,-2,2,6,-6,4,7,4.8,-1.4
CCn1cc(/C=C/C(=O)Nc2c(C)nn(Cc3ccccc3C)c2C)cn1,105,2,2,-3,0,-18,-4,2,-0.2,0.0
COc1ccc(-c2nc(SCC(=O)Nc3c(F)cccc3F)n[nH]2)cc1,95,-7,0,-3,-2,-1,-4,0,-0.2,0.1
[O-]/[N+](=C\c1ccccc1)c1ccc(Br)cc1,92,-2,8,-5,-4,-3,27,-2,0.0,-2.1
CC1(C)O[C@@H](CC(=O)O)[C@]23CO[C@H](C(=O)[C@]4(C)C2CC[C@@]2(C)[C@H](c5ccoc5)OC(=O)C5O[C@]524)[C@@H]13 (some centres undefined),99,1,1,6,0,3,-3,1,1.6,2.9
O=C(c1cccc(NS(=O)(=O)c2ccccc2)c1)N1CCCCC1,102,0,6,0,34,-6,-2,-1,-0.1,1.5
Cc1ccc(C(=O)N2CCN(c3ccc(N4CCOCC4)nn3)CC2)cc1C,94,-6,-1,0,5,-6,-2,3,0.3,-0.2
COc1ccc(/C=C(\NC(=O)c2ccccc2)C(=O)NCC2CCCO2)cc1 (centres undefined),87,-5,-3,17,-6,-7,7,0,-0.1,-0.4
COc1ccc2c(C)c(CCC(=O)NC3CC3)c(=O)oc2c1,103,1,1,.,0,.,5,0,-0.1,-0.5
O=C(COn1nnc2ccc(S(=O)(=O)N3CCOCC3)cc21)NCCc1ccccc1,94,-1,6,15,7,-6,0,1,0.2,0.4
O=C(N/N=C/c1ccc(OC(=O)c2ccc(Br)cc2)cc1)c1ccncc1,98,4,-1,-3,-17,-3,23,2,0.1,0.8
COC(=O)C1CC(c2ccc(Cl)cc2)=NO1 (centres undefined),103,6,0,7,-3,16,7,0,-0.2,5.5
O=C(Cn1c2ccccc2c(=O)c2ccccc21)N/N=C/c1ccc(N2CCCC2)c([N+](=O)[O-])c1,92,1,7,-23,0,-6,6,24,-0.3,1.0
CC(=O)c1cccc(NC(=O)CN2C(=O)NC3(CCCCCCC3)C2=O)c1,61*,1,2,2,1,-8,-1,4,-0.2,2.1
CCC(c1nc2ccccc2[nH]1)n1c(=O)c(-c2ccco2)nc2ccccc21 (centres undefined),.,.,1,.,-7,-3,.,.,0.0,.
CCC/C(O)=C1\C(=O)CC(C)(C)CC1=Nc1ccc(OC)cc1OC,100,-18,-6,16,2,.,7,13,-0.3,-2.6
CCC(C)NC(=O)Cn1cc2c(n1)CCC(C)C2 (centres undefined),100,-9,4,.,-4,-2,3,2,-0.1,2.2
Cc1ccc(S(=O)(=O)NCC2CCC(C(=O)NCCCN3CCCC3=O)CC2)cc1 (centres undefined),100,-3,-3,-4,11,-2,2,-4,-0.1,0.5
# Continuation:
SMILES,ABCB6 inh MLPCN,Cardio protect,m5-HT2A agonist,PDI inh,Granule exo inh,CaV13 ICDI inh,Vif imaging,Glyco luc inh,aDG glyco act,iPSC survival up
CCOc1ccccc1N(CC(=O)NC1CCCC1)C(=O)CNC(=O)c1cccs1,101,2,2,-14,12,-4,10,0,0.0,0.6
CC1(c2ccc(O)cc2)NC(=O)N(c2ccccc2)N1 (centres undefined),94,13,6,7,1,-2,-6,-1,0.2,4.6
Cc1ccc(S(=O)(=O)N2CCCCC2)cc1NC(=O)CSc1nnc(C2CC2)n1N,97,-4,3,4,-3,-2,3,2,-0.2,-1.5
COc1ccc(NS(=O)(=O)c2ccc(Cl)c(NC(=O)c3ccccc3F)c2)cc1,97,-12,-1,-5,-20,-5,-23,-3,2.2,-1.7
CC(Oc1ccc(C(=O)NCCc2ccccc2)cc1)C(=O)O (centres undefined),107,8,1,3,-2,-6,16,2,0.0,-0.6
CC(NC(=O)C1CC2CCCC(C1)C2=O)c1ccccc1 (centres undefined),99,4,-2,-6,2,-2,3,1,-0.1,-2.2
CCCCn1c(CCC(=O)O)nc2c1c(=O)[nH]c(=O)n2CCC,100,15,-1,11,-1,-4,20,0,-0.3,0.2
CC1CCN(CCCNC(=O)c2cc3sccc3n2C)CC1,102,3,-2,-2,-4,-8,8,-2,-0.1,-2.3
CCCCCC/C(C)=C1/SC(=S)NC1=O,103,-8,3,0,-1,-8,.,-2,-0.1,1.0
NS(=O)(=O)c1ccc(N/N=C/c2ccc3c(c2)OCO3)c([N+](=O)[O-])c1,101,-6,9,-2,0,2,-1,-2,-0.2,-0.8
O=c1[nH]c2cc3ccccc3cc2nc1-c1nnnn1Cc1ccccc1,105,.,-2,.,-1,-7,.,.,-0.1,0.6
Cc1ccc(NS(=O)(=O)c2c(C(=O)N3CCOCC3)c(C)n(C)c2C)cc1,97,2,0,-9,-3,-3,6,2,0.0,0.8
CC(=O)NC(C(=O)c1ccccc1)C(=O)c1ccccc1,108,22,1,1,-1,-2,10,1,-0.2,-2.0
CCCS(=O)(=O)Nc1cccc(-c2nc3cccnc3s2)c1,100,0,4,-4,18,-3,3,-1,0.3,-0.5
O=C1OC(Nc2ncccn2)c2ccccc21 (centres undefined),92,1,-2,2,-1,-7,17,3,0.0,-1.5
CCOC(=O)c1cnn(-c2ncnc3sc(C)c(C)c23)c1N,97,-10,3,-5,1,-7,5,1,0.3,-3.3
CCN1CCN(c2c(Cl)cccc2NC(=O)c2ccc3c(c2)OCCO3)CC1,96,8,2,-5,-6,-4,18,-3,-0.3,-1.3
O=C(NCc1cccs1)c1cccc(S(=O)(=O)N2CCCCC2)c1,91,3,-5,0,-1,-4,-7,-1,0.0,-0.2
CCOC(=O)c1ccc(NC(=O)N2CCN(Cc3cccc(F)c3)CC2)cc1,97,-4,-2,1,2,-5,-5,1,0.3,0.9
O=C(NC1CCN(Cc2ccccc2)CC1)C1CCN(S(=O)(=O)c2cccc([N+](=O)[O-])c2)CC1,97,-3,-3,-4,?,.,12,0,0.1,-0.2
O=C(COC(=O)c1cc(=O)[nH]c2ccccc12)NCc1ccccc1Cl,95,1,2,-1,8,-5,4,1,0.1,-0.4

# High-throughput results (PubChem)
